Assay outcomes deposited in PubChem by several laboratories.
TRAIL sens C8: sensitizes caspase-8 expressing cells to TRAIL | NB7+C8 cells + TRAIL, ATPlite viability luminescence | inhibition (viability loss, TRAIL sensitization), % at 10 µM | 360,000 compounds, 1% hits;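 active = compounds causing at least 50% loss of cell viability in the single-dose screen, relative to plate controls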
TROY signal inh: blocks TROY-dependent signaling in reporter cells. AID 1347056. 360,000 compounds, 0.98% hits. Q293 LMP1-TROYcd NF-kB luciferase reporter, 4 h. inhibition, % at 10 µM;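 active = compounds whose plate-normalised and pattern-corrected inhibition of the luciferase reporter signal at the single screening dose is 50% or more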
TLR9-MyD88 block: blocks human TLR9 binding to MyD88. Q9NR96+Q99836. CHO BLA complementation TLR9-MyD88, CCF4 FRET ratio. inhibition, % at 4.98 µM. 340,000 compounds, 0.21% hits. AID 504734;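 active = inhibition above the mean over all tested compounds plus 3 SD, cut at about 21% in these data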;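 also: 0% = DMSO only wells and 100% = clavulanate BLA inhibitor control wells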
NOD2-RIPK2 inh: inhibitors of human NOD2-RIPK2 interaction; O43353; CHO BLA complementation NOD2-RIPK2, CCF4 ratio; inhibition, % at 4.98 µM; 360,000 compounds, 0.38% hits; in the data active = inhibition above about 21%;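 also: 0% = vehicle only and 100% = reference blocker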
Target sequence (O43353 whole entry, looked up): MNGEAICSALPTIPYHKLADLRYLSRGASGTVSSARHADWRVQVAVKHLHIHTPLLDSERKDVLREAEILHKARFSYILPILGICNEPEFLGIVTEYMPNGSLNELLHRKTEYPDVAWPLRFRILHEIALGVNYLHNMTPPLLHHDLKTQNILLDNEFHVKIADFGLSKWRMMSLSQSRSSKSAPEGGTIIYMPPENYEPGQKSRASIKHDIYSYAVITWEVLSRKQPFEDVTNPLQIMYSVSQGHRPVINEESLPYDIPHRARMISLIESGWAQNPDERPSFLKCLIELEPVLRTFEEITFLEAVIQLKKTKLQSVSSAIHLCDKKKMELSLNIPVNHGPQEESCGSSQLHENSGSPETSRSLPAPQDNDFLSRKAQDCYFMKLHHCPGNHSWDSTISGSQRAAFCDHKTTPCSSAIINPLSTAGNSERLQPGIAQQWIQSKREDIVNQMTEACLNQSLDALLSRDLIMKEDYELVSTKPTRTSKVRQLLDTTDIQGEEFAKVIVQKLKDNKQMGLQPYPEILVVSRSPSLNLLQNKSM
EBV LMP1 NFkB: Epstein-Barr LMP1 NF-kappaB reporter inhibition; LMP1-induced NF-kappaB luciferase reporter cells, luminescence; inhibition, % at 12.5 µM; 350,000 compounds, 0.69% hits; in the data active = inhibition above about 41%;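 also: 0% = neutral control wells and 100% = reference inhibitor control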
SRC2 inh: human SRC2 (NCOA2) inhibition; HEK293 GAL4-SRC2 luciferase reporter, luminescence; inhibition, % at 9 µM; 370,000 compounds, 0.17% hits;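 active = inhibition above the mean inhibition of all tested compounds plus 3 SD, set per campaign, cut at about 52% in these data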;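 also: 0% = DMSO treated cells and 100% = cells given Gossypol at 36 µM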
Vif inh: blocks HIV Vif function; HEK293T cells, Vif self-association by quenched fluorescence, imaging, 24 h; inhibition, % at 7.49 µM; 340,000 compounds, 0.35% hits; AID 602346; in the data active = inhibition above about 50%, passing the limit was not always enough; also: some results filed as inactive read as strong as hits
NCOA1 inh: human NCOA1 inhibition; Q15788; HEK293 GAL4-SRC1 luciferase reporter, luminescence; inhibition, % at 3.6 µM; 360,000 compounds, 0.12% hits;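 active = inhibition above the campaign mean plus 3 SD, with each screening campaign given its own cutoff, cut at about 60% in these data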;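 also: 0% = DMSO treated cells and 100% = gossypol at 36 µM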
NR5A2 inv ag: NR5A2 inverse agonism in reporter assay; HEK293T StAR-luciferase reporter, LRH-1 transfected, 24 h; inhibition, % at 3.6 µM; 360,000 compounds, 0.13% hits; AID 602396;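 active = inhibition above the mean inhibition of all tested compounds plus 3 SD, cut at about 73% in these data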;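 also: 0% = DMSO wells and 100% = reporter-only cells lacking LRH-1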
NCOA3 inh: human NCOA3 inhibition | Q9Y6Q9 | HEK293 GAL4-SRC3 luciferase reporter, luminescence | inhibition, % at 3.6 µM | 360,000 compounds, 0.17% hits | AID 588352;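 active = inhibition above a per-campaign cutoff, the mean of all compounds plus 3 SD, cut at about 60% in these data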;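 also: 0% = DMSO-treated cells and 100% = gossypol-treated cells at 36 µM; higher means less SRC3-driven luciferase light from the GAL4 reporter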
NR2F2 inh: NR2F2 (human) inhibition, primary screen. HEK293T NGFI-A luciferase reporter, luminescence. 370,000 compounds, 0.7% hits. inhibition, % at 8.6 µM. P24468;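 active = inhibition above a per-plate cutoff, mean inhibition of test wells between control levels plus 3 SD, cut at about 38% in these data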;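 also: cells cotransfected with COUP-TFII expression vector driving the NGFI-A reporter; 0% = median of COUP-TF2 test wells and 100% = reporter-only cells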
Target sequence (P24468 whole entry, looked up): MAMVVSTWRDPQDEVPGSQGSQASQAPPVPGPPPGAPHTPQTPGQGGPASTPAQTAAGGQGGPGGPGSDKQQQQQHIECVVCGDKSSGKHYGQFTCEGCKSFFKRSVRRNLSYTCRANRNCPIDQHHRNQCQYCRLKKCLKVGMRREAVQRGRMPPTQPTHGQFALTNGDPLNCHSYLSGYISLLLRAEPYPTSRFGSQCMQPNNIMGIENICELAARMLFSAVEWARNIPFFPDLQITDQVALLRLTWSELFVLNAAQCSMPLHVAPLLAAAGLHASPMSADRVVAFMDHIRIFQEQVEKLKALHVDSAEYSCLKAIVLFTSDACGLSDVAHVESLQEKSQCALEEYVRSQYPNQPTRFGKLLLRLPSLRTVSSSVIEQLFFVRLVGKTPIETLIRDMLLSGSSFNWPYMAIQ
The depositor's hits bear a star; x = no result given.

Preview, five compounds:
SMILES	TRAIL sens C8	TROY signal inh	TLR9-MyD88 block	NOD2-RIPK2 inh	EBV LMP1 NFkB	SRC2 inh	Vif inh	NCOA1 inh	NR5A2 inv ag	NCOA3 inh	NR2F2 inh
CC(=O)c1cc2c(=O)c3ccccc3oc2nc1C	2	-48	4	3	-32	-16	1	-41	-35	-30	-17
Cc1cc(C)c(C)c(S(=O)(=O)N2CCN(c3ncnc4ccccc34)CC2)c1C	55*	58*	-8	-2	23	-10	-10	5	-3	-12	13
CS(=O)(=O)c1ccc(NC(=O)c2cc3c(cc2Cl)N2CCCCCC2=NS3(=O)=O)cc1	-5	-11	-9	0	-2	10	27	4	21	6	-1
Cc1nn(C)c(C)c1NS(=O)(=O)c1ccc(OC(F)(F)F)cc1	-15	11	-6	-2	9	11	-1	1	13	-1	8
O=C(COC(=O)C1CC1)Nc1ncc(Cl)cc1Cl	-10	-2	-1	6	0	-2	-8	-19	10	7	10

All compounds of this part (from the top)
SMILES	TRAIL sens C8	TROY signal inh	TLR9-MyD88 block	NOD2-RIPK2 inh	EBV LMP1 NFkB	SRC2 inh	Vif inh	NCOA1 inh	NR5A2 inv ag	NCOA3 inh	NR2F2 inh
CC(=O)c1cc2c(=O)c3ccccc3oc2nc1C	2	-48	4	3	-32	-16	1	-41	-35	-30	-17
Cc1cc(C)c(C)c(S(=O)(=O)N2CCN(c3ncnc4ccccc34)CC2)c1C	55*	58*	-8	-2	23	-10	-10	5	-3	-12	13
CS(=O)(=O)c1ccc(NC(=O)c2cc3c(cc2Cl)N2CCCCCC2=NS3(=O)=O)cc1	-5	-11	-9	0	-2	10	27	4	21	6	-1
Cc1nn(C)c(C)c1NS(=O)(=O)c1ccc(OC(F)(F)F)cc1	-15	11	-6	-2	9	11	-1	1	13	-1	8
O=C(COC(=O)C1CC1)Nc1ncc(Cl)cc1Cl	-10	-2	-1	6	0	-2	-8	-19	10	7	10
OC(COc1ccccc1)Cn1cc(Br)cn1 (stereo unspecified)	-8	-20	-3	7	1	20	12	3	-12	-20	2
CCN(CC)CCCNC(=O)Cn1ncc2c(=O)oc3ccc(C)cc3c21	-16	1	4	-3	2	10	1	-3	-7	2	6
COCCN(CC(=O)Nc1cccc(C)c1C)C(=O)c1ccc2ccccc2n1	4	-40	-4	2	-13	-15	-3	-41	-11	-69	-24
COC(=O)c1ccc(/C=N\N2CCN(Cc3ccc(C)cc3)CC2)cc1	11	17	4	-1	0	-36	-3	2	-2	-5	5
COc1ccc(NC(=O)/C=C2\SC(=O)NC2=O)cc1	2	-27	13	-8	-2	-20	0	-2	-6	13	-15
Cn1c(=O)c(=O)n(C)c2cc(S(=O)(=O)N3CCC(N4CCCCC4)CC3)ccc21	12	-5	-12	0	3	-17	2	3	-21	-11	-30
CCOC(=O)Cc1c(C)nc(-c2ccccc2)[nH]c1=O	-9	7	-6	-20	1	-21	-9	-1	-24	6	-5
O=C(Nc1ccc2oc(-c3cccc(F)c3)nc2c1)c1ccccc1F	8	-33	-7	-5	-11	-17	-8	-37	-10	-43	13
O=C(c1ccco1)N1CCN(Cc2nnnn2CC2CCCO2)CC1 (stereo unspecified)	2	4	-2	-4	2	-14	0	-3	-11	5	-19
CC(C)(C)NC(=O)C(c1ccc(Cl)cc1)N(CCO)C(=O)c1snc(C(N)=O)c1N (stereo unspecified)	13	-4	3	-6	-39	-28	-5	-7	4	-3	4
N#Cc1c(NC(=O)c2ccccc2)sc2c1CCC2	24	-11	-2	-11	-7	-48	2	-139	-114	-106	-41
COc1ccccc1CCn1cnc2c3cc(C)ccc3n(C)c2c1=O	3	-24	6	5	-7	3	-12	-7	-15	-11	2
Fc1ccc2nc(Nc3ccccc3)sc2c1	13	-52	-1	2	-57	-72	4	-110	-132	-89	-37
CCc1ccc(NC(=O)CN(C(=O)N2CCN(CC)CC2)S(=O)(=O)c2ccc(C)cc2)cc1	13	0	-6	-13	-1	-18	-13	-7	40	16	-11
CC(C)C(OC(=O)c1ccco1)C(=O)NCc1cccs1 (stereo unspecified)	9	-10	18	9	14	-9	-3	-3	12	9	7
COc1ccc(N(CC(=O)N2CCc3ccccc3C2)S(=O)(=O)c2c(C)[nH]c(=O)[nH]c2=O)cc1	-3	8	-1	-2	-5	-10	9	1	3	2	-11
CCOc1cc(N2CCOCC2)c(OCC)cc1NC1=NCCCCC1	-7	5	10	-2	7	-13	1	-4	-2	10	-15
NC(c1ccccc1)c1csc(Nc2ccccn2)n1 (stereo unspecified)	0	-24	x	0	x	-3	4	1	-13	-26	-14
Cc1ccc(C)c(N2CC(C(=O)Nc3cc(C)on3)CC2=O)c1 (stereo unspecified)	18	2	-1	-8	-10	-33	0	12	-1	10	-11
O=C(OC1C2C=CC1C1C(=O)NC21)c1ccccc1 (stereo unspecified)	-8	-12	2	-12	-12	-10	-1	1	2	13	-10
Cc1ccc2nc(C)cc(Cl)c2c1	-2	-1	-2	0	10	-32	0	-12	-5	-2	-5
O=C(CCn1nnc2ccccc2c1=O)N[C@@H](Cc1ccccc1)C(=O)O	-9	-15	-9	-2	-4	0	15	-22	-12	9	1
Cc1ccc(C(=O)Nc2ccc3c(c2)nc2n3CCSC2)cc1	22	-23	0	-2	10	-33	-2	-103	-144	-88	-67
Cc1ccc(NS(=O)(=O)c2cc(C(=O)Nc3cccc(N(C)S(C)(=O)=O)c3)ccc2C)c(C)c1	-1	25	-1	-8	5	12	-9	4	4	18	11
Cc1cccc(NC(=O)NCc2ccc3c(c2)OCO3)c1C	3	-41	-5	-7	-5	7	-1	2	-15	14	8

7 entries from above, sorted by formula weight, ascending:
SMILES	TRAIL sens C8	TROY signal inh	TLR9-MyD88 block	NOD2-RIPK2 inh	EBV LMP1 NFkB	SRC2 inh	Vif inh	NCOA1 inh	NR5A2 inv ag	NCOA3 inh	NR2F2 inh
Cc1ccc2nc(C)cc(Cl)c2c1	-2	-1	-2	0	10	-32	0	-12	-5	-2	-5
O=C(OC1C2C=CC1C1C(=O)NC21)c1ccccc1 (stereo unspecified)	-8	-12	2	-12	-12	-10	-1	1	2	13	-10
NC(c1ccccc1)c1csc(Nc2ccccn2)n1 (stereo unspecified)	0	-24	x	0	x	-3	4	1	-13	-26	-14
Cc1cccc(NC(=O)NCc2ccc3c(c2)OCO3)c1C	3	-41	-5	-7	-5	7	-1	2	-15	14	8
Cc1ccc(C(=O)Nc2ccc3c(c2)nc2n3CCSC2)cc1	22	-23	0	-2	10	-33	-2	-103	-144	-88	-67
COc1ccc(N(CC(=O)N2CCc3ccccc3C2)S(=O)(=O)c2c(C)[nH]c(=O)[nH]c2=O)cc1	-3	8	-1	-2	-5	-10	9	1	3	2	-11
Cc1ccc(NS(=O)(=O)c2cc(C(=O)Nc3cccc(N(C)S(C)(=O)=O)c3)ccc2C)c(C)c1	-1	25	-1	-8	5	12	-9	4	4	18	11

Next results.
SMILES	TRAIL sens C8	TROY signal inh	TLR9-MyD88 block	NOD2-RIPK2 inh	EBV LMP1 NFkB	SRC2 inh	Vif inh	NCOA1 inh	NR5A2 inv ag	NCOA3 inh	NR2F2 inh
O=C(O)CCn1cc(-c2ccc(Cl)cc2)nc1-c1ccc(Cl)nc1	-5	-1	-3	9	-2	-12	-1	-37	0	18	9
COc1cccc(NC(=O)N2CCCC2C(=O)NC23CC4CC(CC(C4)C2)C3)c1 (stereo unspecified)	-21	4	-2	-13	-2	-10	22	19	-7	-10	5
COC(=O)c1ccccc1NC(=O)c1cn(-c2ccc(C)c(C)c2)c(=O)c2ccccc12	23	8	7	-12	17	-2	-4	10	16	11	11
O=C(O)C1Nc2ccc(C(F)(F)F)cc2C2OCCC12 (stereo unspecified)	-15	10	-8	6	5	-12	16	-4	-5	-13	-16
CCOC(=O)C1=C(C)NC2=C(C(=O)CC(C)(C)C2)C1c1ccc2c(c1)CCCN2C (stereo unspecified)	-2	-11	-10	-17	6	13	16	-9	19	8	8
COc1ccc(NC(=O)c2ccco2)cc1S(=O)(=O)N1CCOCC1	-5	-3	-15	-6	-3	-1	x	-19	-5	0	7
Cc1ccc2[nH]c(=O)c(COC(=O)c3ccccn3)cc2c1	-16	-7	-6	-5	-6	-6	1	-1	15	2	0
Cc1ccc(S(=O)(=O)N2CCN(Cc3nc4ccccc4[nH]3)CC2)cc1C	-3	53*	8	-10	-7	17	11	-7	8	9	10
Cc1ccc(C)c(NC(=O)CN(C)C(=O)c2cccc(S(=O)(=O)N(C)C)c2)c1	3	20	8	-5	0	16	x	7	-2	-3	-10
O=C(Cc1ccccc1)Nc1nc(=O)c2ccccc2s1	1	-6	-7	-1	-2	-1	0	10	-9	9	-14
CCCC(C(=O)NC1CCCC1)N(CCCN1CCOCC1)C(=O)c1snc(C(N)=O)c1N (stereo unspecified)	5	-11	-1	0	12	-7	-6	3	-21	11	1
COc1ccc(C(C)=O)cc1CON=C1CSCc2ccccc21	4	-20	2	-11	0	-3	1	-6	15	5	-8
Cn1c(N)c(C(=O)COC(=O)CSc2ccccc2)c(=O)n(C)c1=O	-2	-16	0	-12	-7	15	0	7	1	-29	-2
COc1ccc(/C=N/NC(=O)c2cccc([N+](=O)[O-])c2)cc1O	-12	-33	0	-5	2	-28	-9	12	16	-3	-10
Cc1cc(NC(=O)CCCC(=O)NCc2cccs2)no1	-10	-1	10	-9	-3	9	x	-4	6	-8	8
COc1ccc(-c2cc(CNS(=O)(=O)c3ccc(F)cc3)on2)cc1	-5	4	-9	-7	2	-13	-15	-4	2	-6	-7
Cc1ccc(CNS(=O)(=O)c2cc3c(cc2C)NC(=O)CO3)cc1	5	4	6	-8	-2	-15	20	-13	-1	-2	-10
Cc1ccc(C(=O)CSc2nnc(-c3ccncc3)n2C)cc1	1	5	-7	-2	-3	-15	4	1	-1	-8	-1
CSc1ccccc1NC(=O)COC(=O)CCc1ccccc1	-6	4	-4	-13	1	-9	3	-5	-3	7	19
Cc1cccc2sc(NNC(=O)c3ccc(S(=O)(=O)N4CCc5ccccc5C4)cc3)nc12	15	29	6	11	-19	24	13	21	22	26	12
COc1ccc(CN(C(=S)Nc2ccccc2)C2CC(=O)N(c3ccc(F)cc3)C2=O)cc1 (stereo unspecified)	3	-9	-5	2	-9	-27	x	-4	-16	-11	-22
Cc1cc(C)nc(NS(=O)(=O)c2ccc(NC(=O)C3CC(=O)N(c4ccccc4)C3)cc2)n1 (stereo unspecified)	2	-14	-6	-2	1	-45	2	-9	0	16	-9

These rows are one share of the data; count on the stated rates, not on these rows.
